High-throughput results from PubChem.
Diaph inh CS – diaphorase inhibitors and chemical oxidizers, primary screen, counter-screen for diaphorase-coupled primary assays, biochemical, uHTS, resorufin fluorescence; inhibition, % at 20 µM; diaphorase resazurin-to-resorufin fluorescence, NADH, 16 min; bacterial (C. kluyveri) enzyme, not human; 190,000 tested, 0.69% active; AID 1217, 2008;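 active = primary screen inhibition at 20 µM above a set limit, cut at about 50% in these data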;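 also: plate controls were DMSO with full reaction for no effect and wells lacking NADH for full effect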
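System: Diaphorase enzyme from Clostridium kluyveri | Amount: Enzyme working solution with 0.14 U/mL diaphorase | Benchmarks: No-NADH positive control and DMSO neutral control | Signal: Fluorescence of resorufin formed from resazurin, Ex 544/Em 590 nm | Schedule: 16-min room-temperature incubation before reading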
FLuc stim CS – FLuc activators, initial screening, artefact control for FLuc-dependent activation tests, biochemical, ATPlite luminescence; Luciferin 4-monooxygenase (Photinus pyralis), P08659; ATPlite luciferase biochemical, 10 min; 0 = ATP-free wells, 1 = DMSO control; activation factor at 10 µM; 200,000 tested, under 10 active;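 active = luciferase activation factor, scaled between plate controls, of at least 2 with compound at 10 µM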
Target sequence (P08659 whole entry, looked up): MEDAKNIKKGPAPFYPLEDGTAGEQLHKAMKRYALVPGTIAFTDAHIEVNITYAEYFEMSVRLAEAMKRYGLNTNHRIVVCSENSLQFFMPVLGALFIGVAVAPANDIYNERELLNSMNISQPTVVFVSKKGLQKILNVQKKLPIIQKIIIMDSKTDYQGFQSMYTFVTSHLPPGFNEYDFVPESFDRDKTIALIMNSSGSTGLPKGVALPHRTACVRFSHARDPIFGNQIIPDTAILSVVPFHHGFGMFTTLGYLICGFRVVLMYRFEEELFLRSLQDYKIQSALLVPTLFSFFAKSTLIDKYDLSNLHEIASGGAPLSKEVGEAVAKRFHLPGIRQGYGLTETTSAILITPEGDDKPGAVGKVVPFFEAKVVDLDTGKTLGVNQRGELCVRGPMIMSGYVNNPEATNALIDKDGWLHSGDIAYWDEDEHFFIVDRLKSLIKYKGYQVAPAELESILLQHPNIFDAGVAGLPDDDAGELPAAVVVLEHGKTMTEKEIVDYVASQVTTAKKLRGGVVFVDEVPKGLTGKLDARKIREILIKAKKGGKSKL
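Assay system: Luciferase/luciferin reagent mix; Medium: PBS as buffer for the ATP substrate; Dosing: test compounds dosed from 2 mM stocks in 100% DMSO; Times: 10 min, room temperature; Signal: luminescence from luciferase reaction; Read-out: luciferase activation; Controls: No-ATP low control, compound-free enzyme-plus-ATP high control.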
TNAP act hiacc – TNAP activators at high phosphate acceptor level, primary screen, biochemical, luminescence, uHTS | Alkaline phosphatase, tissue-nonspecific isozyme (Homo sapiens), P05186 | purified TNAP, CDP-star luminescence, 1 M DEA, 30 min; hits give high values; 0 = EDTA background, 1 = DMSO-only activity | activation factor at 20 µM | 200,000 tested, under 10 active;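 active = activation factor at least 2 at 20 µM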
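Dosing: 20 µM single point. System: human TNAP. Amount: TNAP 1/800 final. Incubation: 30 min, room temperature. Read-out: TNAP activation factor scaled between EDTA and DMSO control wells. Signal: luminescence from CDP-star hydrolysis. Medium: 1 M DEA, pH 9.8, Mg2+, Zn2+. Control set: EDTA negative control, DMSO positive control.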
PMI activator – activators of human PMI, primary screen, biochemical, fluorescence intensity, near-Km mannose 6-phosphate. 190,000 tested, 0.005% active. activation factor at 20 µM. purified human PMI, coupled resazurin fluorescence, 20 min; hits give high values; 1 = vehicle control, 0 substrate-free wells;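 active = activation factor of 2 or more at 20 µM, relative to plate controls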
Target sequence (P34949 whole entry, looked up): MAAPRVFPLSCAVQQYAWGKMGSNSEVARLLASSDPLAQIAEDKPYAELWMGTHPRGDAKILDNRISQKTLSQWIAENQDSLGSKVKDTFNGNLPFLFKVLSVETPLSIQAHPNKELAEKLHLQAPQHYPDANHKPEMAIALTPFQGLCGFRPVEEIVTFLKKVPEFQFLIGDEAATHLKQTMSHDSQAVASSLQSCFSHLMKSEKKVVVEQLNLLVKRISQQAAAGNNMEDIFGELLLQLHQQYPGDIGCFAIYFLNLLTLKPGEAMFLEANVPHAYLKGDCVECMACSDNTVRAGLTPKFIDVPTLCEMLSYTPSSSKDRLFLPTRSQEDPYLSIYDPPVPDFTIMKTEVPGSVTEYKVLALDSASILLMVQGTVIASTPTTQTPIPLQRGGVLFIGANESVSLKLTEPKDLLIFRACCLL
Diaph act CS – compounds boosting diaphorase resazurin reduction – biochemical, uHTS, resorufin fluorescence, counter-screen for diaphorase-coupled primary assays, primary screen; Diaphorase/resazurin coupled assay, 16 min; hits give high values; 1 = vehicle wells, 0 = NADH-free wells; 190,000 tested, 0.005% active; activation factor at 20 µM;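 active = diaphorase activity raised at least twofold by the compound at 20 µM; inactive = activation factor below 2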
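Assay system: Purified diaphorase enzyme from Clostridium kluyveri | Amount: Enzyme 0.07 U/mL final | Dosing: Compound 20 µM once, DMSO 1% | Timing: 16 min reaction at room temperature | Detection: Fluorescence, excitation 544 nm and emission 590 nm | Evaluation: Higher resorufin formation from activation or reduction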
PMI act satM6P – human PMI activators, high substrate, primary screen, biochemical, fluorescence intensity, near-saturating mannose 6-phosphate; Mannose-6-phosphate isomerase (Homo sapiens), P34949; coupled PMI enzyme assay, resazurin fluorescence, 20 min; hits give high values; 1 = untreated enzyme, 0 = substrate-free blank; activation factor at 20 µM; 190,000 tested, 0.34% active; AID 1216, 2008;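 active = activation factor of 2 or more at 20 µM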
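Material: human phosphomannose isomerase with PGI, G6PDH, diaphorase coupling enzymes; amount: PMI at 15 ng/mL final; also added: Mannose-6-phosphate 1.0 mM (near-saturating) plus 0.22 mM NADP+; incubation: enzyme reaction with compound 20 min at room temperature; signal: resorufin fluorescence (Ex 544/Em 590 nm) from resazurin via diaphorase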
HMGR II inh – inhibitors of E. faecalis class II HMGR, primary screen, biochemical, Enterococcus faecalis | HMG-CoA reductase (Enterococcus faecalis, mvaE) | purified E. faecalis HMGR, NADPH absorbance 340 nm kinetic | inhibition, % at 10 µM | 190,000 tested, 0.41% active;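 active = inhibition above a set limit, the median over all tested compounds plus 3 SD, cut at about 9.5% in these data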;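 also: enzyme runs in reverse so mevalonate oxidation gives rising NADPH absorbance; 0% = complete reaction with DMSO and 100% = background rate lacking mevalonate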
TNAP inh noacc – human TNAP enzyme inhibitors, primary screen, biochemical, luminescent, no phosphate acceptor, uHTS; Alkaline phosphatase, tissue-nonspecific isozyme (Homo sapiens), P05186; purified TNAP, CDP-star luminescence, 30 min; inhibition, % at 20 µM; 200,000 tested, 0.26% active; AID 1012, 2008;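 active = tissue-nonspecific alkaline phosphatase inhibition above about 50% at 20 µM in the single-dose screen, limit read from the data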;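 also: 0% = DMSO negative control and 100% = EDTA positive control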
TNAP inh hiacc – human TNAP enzyme inhibitors, primary screen, biochemical, luminescent, high phosphate acceptor level, uHTS | Alkaline phosphatase, tissue-nonspecific isozyme (Homo sapiens), P05186 | purified TNAP, CDP-star luminescence, 1 M DEA | 200,000 tested, 0.03% active | inhibition, % at 20 µM;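 active = over 50% inhibition of tissue-nonspecific alkaline phosphatase at 20 µM in the single-dose screen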;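 also: plate controls were DMSO wells for no effect and EDTA-quenched wells as full inhibition for full effect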
G6PDH counter – L. mesenteroides G6PDH inhibitors, counter-screen for G6PDH-coupled screening assays, biochemical, Leuconostoc mesenteroides enzyme | glucose-6-phosphate dehydrogenase [Leuconostoc mesenteroides] | Purified L. mesenteroides G6PDH, diaphorase/resazurin coupled fluorescence, 45 min | inhibition, % at 5 µM | 200,000 tested, 0.12% active | AID 1020, 2008; in the data active = inhibition above about 50%
* marks the source's active call; other numbers are inactive results.

C=CCNC(=O)NS(=O)(=O)c1ccc(C)cc1 was read as Diaph inh CS 16.8, FLuc stim CS 1, TNAP act hiacc 1, PMI activator 0.9, Diaph act CS 0.8, PMI act satM6P 0.9, HMGR II inh 1.9, TNAP inh noacc -1.4, TNAP inh hiacc 0.0 and G6PDH counter 3.7.
`COc1ccc2[nH]cc(S(=O)(=O)c3ccc(C)cc3)c2c1` gave Diaph inh CS 11.9, FLuc stim CS 1.1, TNAP act hiacc 1, PMI activator 0.9, Diaph act CS 0.9, PMI act satM6P 0.9, HMGR II inh -0.3, TNAP inh noacc 1.5, TNAP inh hiacc -0.7 and G6PDH counter 4.5.
`CC(=O)OC1=C(C#N)Cn2ccc3cccc1c32` gave Diaph inh CS 13.6, FLuc stim CS 1, TNAP act hiacc 1, PMI activator 1.1, Diaph act CS 0.9, PMI act satM6P 1.3, HMGR II inh -2.1, TNAP inh noacc -7.4, TNAP inh hiacc -3.4 and G6PDH counter -2.0.
For CC(CN1CCCCC1)NC(=O)c1cc(-c2ccccn2)nc2ccc(Cl)cc12 (configuration not stated) the results were Diaph inh CS 0.4, FLuc stim CS 1.1, TNAP act hiacc 1.1, PMI activator 1, Diaph act CS 1, PMI act satM6P 0.9, HMGR II inh -0.8, TNAP inh noacc -3.3, TNAP inh hiacc -5.1 and G6PDH counter 12.2.
Screening O=C(Cc1ccc2c(c1)OCCO2)N1CCN(S(=O)(=O)c2cccc(Cl)c2Cl)CC1 returned Diaph inh CS 22.5, FLuc stim CS 1, TNAP act hiacc 1, PMI activator 0.9, Diaph act CS 0.8, PMI act satM6P 0.9, HMGR II inh 0.8, TNAP inh noacc -8.5, TNAP inh hiacc 0.0 and G6PDH counter -1.5.
`COc1ccc(/C=N/c2c(-c3ccc(OC)cc3)nc3n2CCS3)cc1` gave Diaph inh CS 40.3, FLuc stim CS 0.4, TNAP act hiacc 0.9, PMI activator 0.7, Diaph act CS 0.6, PMI act satM6P 0.4, HMGR II inh -0.2, TNAP inh noacc 7.4, TNAP inh hiacc 6.3 and G6PDH counter -7.4.
Cc1ccccc1-c1nsc(SCC(=O)Nc2ccc3c(c2)OCO3)n1 was read as Diaph inh CS 10.5, FLuc stim CS 1, TNAP act hiacc 1, PMI activator 0.9, Diaph act CS 0.9, PMI act satM6P 0.9, HMGR II inh -3.8, TNAP inh noacc -16.7, TNAP inh hiacc -2.4 and G6PDH counter -0.8.
Nc1nnc(-c2ccc(Cl)c(Cl)c2)s1 was read as Diaph inh CS 11.4, FLuc stim CS 1, TNAP act hiacc 1, PMI activator 1, Diaph act CS 0.9, PMI act satM6P 1, HMGR II inh -3.1, TNAP inh noacc -12.5, TNAP inh hiacc -3.7 and G6PDH counter 3.5.
For S=C(c1ccc(N2CCCC2)c(Br)c1)N1CCCCC1 the results were Diaph inh CS 11.2, FLuc stim CS 1.1, TNAP act hiacc 1.1, PMI activator 1.1, Diaph act CS 0.9, PMI act satM6P 0.8, HMGR II inh 1.4, TNAP inh noacc -12.0, TNAP inh hiacc -5.3 and G6PDH counter -4.0.
Screening COc1cc(C(=O)Nc2nccs2)c(Br)c(OC)c1OC returned Diaph inh CS 13.4, FLuc stim CS 1, TNAP act hiacc 1.1, PMI activator 0.9, Diaph act CS 0.9, PMI act satM6P 1, HMGR II inh 3.5, TNAP inh noacc -14.3, TNAP inh hiacc -6.1 and G6PDH counter -15.0.
`Cc1oc(-c2ccccc2)cc1C(=O)Nc1ccccc1` gave Diaph inh CS 5.1, FLuc stim CS 1, TNAP act hiacc 1, PMI activator 0.9, Diaph act CS 0.9, PMI act satM6P 1, HMGR II inh -8.0, TNAP inh noacc -6.0, TNAP inh hiacc 3.0 and G6PDH counter -1.7.
Screening CC(=O)NC(CCCN1C(=O)c2ccccc2C1=O)c1nnn(C)n1 (configuration not stated) returned Diaph inh CS 4.1, FLuc stim CS 1.1, TNAP act hiacc 1.1, PMI activator 1.1, Diaph act CS 1, PMI act satM6P 1, HMGR II inh 5.1, TNAP inh noacc -11.9, TNAP inh hiacc -5.6 and G6PDH counter -5.4.
`Cc1cc(C)c2oc(=O)cc(CN3CCN(Cc4ccc5c(c4)OCO5)CC3)c2c1` gave Diaph inh CS 6.1, FLuc stim CS 1.1, TNAP act hiacc 1.1, PMI activator 1, Diaph act CS 0.9, PMI act satM6P 1, HMGR II inh 1.6, TNAP inh noacc 2.8, TNAP inh hiacc -6.5 and G6PDH counter 6.7.
`CC[N+]1(CC)CC2CCC(C)(C1)C2(C)C` (configuration not stated) gave Diaph inh CS 12.3, FLuc stim CS 1.1, TNAP act hiacc 1, PMI activator 1, Diaph act CS 0.9, PMI act satM6P 1.1, HMGR II inh -0.9, TNAP inh noacc -12.7, TNAP inh hiacc -4.0 and G6PDH counter 9.0.
`CCOc1ccc(N2C(=O)CC(S/C(N)=N/N=C/c3cccs3)C2=O)cc1` (configuration not stated) gave Diaph inh CS 7.0, FLuc stim CS 1, TNAP act hiacc 1, PMI activator 0.9, Diaph act CS 0.9, PMI act satM6P 0.9, HMGR II inh -8.2, TNAP inh noacc 0.1, TNAP inh hiacc -0.8 and G6PDH counter -12.7.
Screening O=C(/C=C/c1ccco1)NC1CCCC1 returned Diaph inh CS 0.5, FLuc stim CS 1, TNAP act hiacc 1, PMI activator 1.1, Diaph act CS 1, PMI act satM6P 1.1, HMGR II inh -3.1, TNAP inh noacc -6.4, TNAP inh hiacc -3.6 and G6PDH counter 3.1.
Cc1cccc(NCCC#N)c1 was read as Diaph inh CS 14.1, FLuc stim CS 1, TNAP act hiacc 1, PMI activator 0.8, Diaph act CS 0.9, PMI act satM6P 0.8, HMGR II inh -5.7, TNAP inh noacc -12.5, TNAP inh hiacc 0.2 and G6PDH counter 11.7.
`CCCCn1c(=O)[nH]c(=O)c2c(C(=O)OCC)cc(-c3ccc(OC(F)F)cc3)nc21` gave Diaph inh CS 6.6, FLuc stim CS 1, TNAP act hiacc 1, PMI activator 1, Diaph act CS 0.9, PMI act satM6P 1, HMGR II inh 0.0, TNAP inh noacc 0.7, TNAP inh hiacc 2.2 and G6PDH counter 14.4.
CCOC(=O)C1C(=O)OC2(CCCCC2)C1C(=O)OCC (configuration not stated) was read as Diaph inh CS 3.1, FLuc stim CS 1, TNAP act hiacc 1.1, PMI activator 1, Diaph act CS 1, PMI act satM6P 1, HMGR II inh 0.2, TNAP inh noacc -8.9, TNAP inh hiacc -6.2 and G6PDH counter 0.8.
Screening NC(=S)N/N=C/c1cc([N+](=O)[O-])ccc1Cl returned Diaph inh CS 13.5, FLuc stim CS 1, TNAP act hiacc 1, PMI activator 1, Diaph act CS 0.9, PMI act satM6P 0.9, HMGR II inh -0.3, TNAP inh noacc -9.6, TNAP inh hiacc -1.4 and G6PDH counter 3.2.

The closing 2 compounds of the part above come first, to join the parts.
CCOC(=O)C1C(=O)OC2(CCCCC2)C1C(=O)OCC (configuration not stated) was read as Diaph inh CS 3.1, FLuc stim CS 1, TNAP act hiacc 1.1, PMI activator 1, Diaph act CS 1, PMI act satM6P 1, HMGR II inh 0.2, TNAP inh noacc -8.9, TNAP inh hiacc -6.2 and G6PDH counter 0.8.
Screening NC(=S)N/N=C/c1cc([N+](=O)[O-])ccc1Cl returned Diaph inh CS 13.5, FLuc stim CS 1, TNAP act hiacc 1, PMI activator 1, Diaph act CS 0.9, PMI act satM6P 0.9, HMGR II inh -0.3, TNAP inh noacc -9.6, TNAP inh hiacc -1.4 and G6PDH counter 3.2.
For Cc1ccc(NS(=O)(=O)c2cccc(C(=O)O)c2)c(C)c1 the results were Diaph inh CS 21.6, FLuc stim CS 1.1, TNAP act hiacc 1.1, PMI activator 1, Diaph act CS 0.8, PMI act satM6P 1, HMGR II inh -1.4, TNAP inh noacc -11.6, TNAP inh hiacc -6.1 and G6PDH counter -0.8.
Screening Cc1ccc(CNc2nc(Cl)c(C#N)s2)cc1 returned Diaph inh CS 18.4, FLuc stim CS 1, TNAP act hiacc 1, PMI activator 0.9, Diaph act CS 0.8, PMI act satM6P 1, HMGR II inh 2.6, TNAP inh noacc -16.4, TNAP inh hiacc -3.4 and G6PDH counter -0.6.
Screening C=CCNC(=O)CN1CCC(n2c(C)nc3cc(C(F)(F)F)ccc32)CC1 returned Diaph inh CS -13.1, FLuc stim CS 1, TNAP act hiacc 1.1, PMI activator 1, Diaph act CS 1.1, PMI act satM6P 1.1, HMGR II inh -5.5, TNAP inh noacc -1.2, TNAP inh hiacc -11.1 and G6PDH counter 5.4.
`CN(C)/C=N/c1cc(=O)n(C)c(=O)n1Cc1ccccc1` gave Diaph inh CS 13.9, FLuc stim CS 1.1, TNAP act hiacc 1, PMI activator 1.1, Diaph act CS 0.9, PMI act satM6P 1.1, HMGR II inh -2.9, TNAP inh noacc -11.9, TNAP inh hiacc -0.7 and G6PDH counter 10.3.
`Cc1cccc(N(CC(=O)N2CCCC2)S(=O)(=O)c2ccccc2)c1C` gave Diaph inh CS 12.8, FLuc stim CS 1.1, TNAP act hiacc 1, PMI activator 0.9, Diaph act CS 0.9, PMI act satM6P 1, HMGR II inh -2.7, TNAP inh noacc -5.8, TNAP inh hiacc -3.1 and G6PDH counter 4.5.
For Cc1cccc2cc(CN(CCN(C)C)C(=S)NCc3ccco3)c(=O)[nH]c12 the results were Diaph inh CS 16.2, FLuc stim CS 1.1, TNAP act hiacc 1.1, PMI activator 0.9, Diaph act CS 0.8, PMI act satM6P 0.9, HMGR II inh -5.3, TNAP inh noacc 4.8, TNAP inh hiacc -5.1 and G6PDH counter 2.1.
